High-throughput results as filed in PubChem BioAssay.
Diaphorase inh: diaphorase inhibitors and chemical oxidizers, primary screen, counter-screen for diaphorase-coupled primary assays, biochemical, uHTS, resorufin fluorescence; hit rate 0.69% among 190,000; inhibition, % at 20 µM; diaphorase resazurin-to-resorufin fluorescence, NADH, 16 min; bacterial (C. kluyveri) enzyme, not human;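 active means primary screen inhibition at 20 µM above a set limit, cut at about 50% in these data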;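 further: plate controls were DMSO with full reaction for no effect and wells lacking NADH for full effect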
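Assay system: diaphorase enzyme from Clostridium kluyveri. Quantity: enzyme working solution with 0.14 U/mL diaphorase. Schedule: reaction incubation of 16 min at room temperature. Technique: resorufin fluorescence, excitation 544 nm, emission 590 nm. Controls: No-NADH positive control and DMSO neutral control.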
Diaph act CS: compounds boosting diaphorase resazurin reduction – biochemical, uHTS, resorufin fluorescence, counter-screen for diaphorase-coupled primary assays, primary screen; Diaphorase/resazurin coupled assay, 16 min; hits give high values; 1 = vehicle wells, 0 = NADH-free wells; activation factor at 20 µM; hit rate 0.005% among 190,000; AID 1229, 2008;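 active means diaphorase activity raised at least twofold by the compound at 20 µM; inactive means activation factor below 2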
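Material: purified diaphorase enzyme from Clostridium kluyveri; Also added: 0.114 mM NADH and 0.1 mM resazurin, final amounts; Doses: single compound dose of 20 µM, 1% DMSO final; Times: 16 min enzyme reaction, ambient temperature; Detection: resorufin fluorescence, excitation 544 nm, emission 590 nm; Measure: increased resorufin signal from activators or reducing compounds.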
HMGR II inh: inhibitors of E. faecalis class II HMGR, primary screen, biochemical, Enterococcus faecalis; hit rate 0.41% among 190,000; inhibition, % at 10 µM; HMG-CoA reductase (Enterococcus faecalis, mvaE); AID 1066, 2008; purified E. faecalis HMGR, NADPH absorbance 340 nm kinetic;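 active means inhibition above a set limit, the median over all tested compounds plus 3 SD, cut at about 9.5% in these data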;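 further: enzyme runs in reverse so mevalonate oxidation gives rising NADPH absorbance; 0% = complete reaction with DMSO and 100% = background rate lacking mevalonate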
TNAP inh no acc: human TNAP enzyme inhibitors, primary screen, biochemical, luminescent, no phosphate acceptor, uHTS | purified TNAP, CDP-star luminescence, 30 min | inhibition, % at 20 µM | hit rate 0.26% among 200,000 | AID 1012, 2008;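 active means tissue-nonspecific alkaline phosphatase inhibition above about 50% at 20 µM in the single-dose screen, limit read from the data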;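 further: 0% = DMSO negative control and 100% = EDTA positive control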
Target sequence (P05186 whole entry, looked up): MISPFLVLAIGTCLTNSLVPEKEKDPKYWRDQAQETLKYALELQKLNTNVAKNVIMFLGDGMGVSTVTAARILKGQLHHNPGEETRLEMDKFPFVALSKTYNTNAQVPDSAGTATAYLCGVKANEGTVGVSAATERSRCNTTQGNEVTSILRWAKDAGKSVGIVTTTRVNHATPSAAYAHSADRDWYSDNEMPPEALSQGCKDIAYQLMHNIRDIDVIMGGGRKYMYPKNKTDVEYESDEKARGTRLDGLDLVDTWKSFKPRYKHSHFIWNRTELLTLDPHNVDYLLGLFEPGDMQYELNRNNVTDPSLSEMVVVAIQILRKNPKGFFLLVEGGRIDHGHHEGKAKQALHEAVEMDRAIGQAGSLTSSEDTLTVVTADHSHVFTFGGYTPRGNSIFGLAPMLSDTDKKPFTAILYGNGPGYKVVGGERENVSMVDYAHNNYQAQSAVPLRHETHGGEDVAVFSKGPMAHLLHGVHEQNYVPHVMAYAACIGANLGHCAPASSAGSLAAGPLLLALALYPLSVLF
FLuc stim CS: FLuc activators, initial screening, artefact control for FLuc-dependent activation tests, biochemical, ATPlite luminescence | 200,000 tested, under 10 active | activation factor at 10 µM | AID 1027, 2008 | ATPlite luciferase biochemical, 10 min; 0 = ATP-free wells, 1 = DMSO control;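 active means luciferase activation factor, scaled between plate controls, of at least 2 with compound at 10 µM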
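Material: Luciferase/luciferin reagent mix | Doses: Test compounds dosed from 2 mM stocks in 100% DMSO | Timing: 10 min incubation after luciferase reagent addition, room temperature | Measured by: Luminescence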
TNAP inh hiacc: human TNAP enzyme inhibitors, primary screen, biochemical, luminescent, high phosphate acceptor level, uHTS; inhibition, % at 20 µM; hit rate 0.03% among 200,000; Alkaline phosphatase, tissue-nonspecific isozyme (Homo sapiens), P05186; purified TNAP, CDP-star luminescence, 1 M DEA;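 active means over 50% inhibition of tissue-nonspecific alkaline phosphatase at 20 µM in the single-dose screen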;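 further: plate controls were DMSO wells for no effect and EDTA-quenched wells as full inhibition for full effect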
PMI act hi M6P: human PMI activators, high substrate, primary screen, biochemical, fluorescence intensity, near-saturating mannose 6-phosphate. hit rate 0.34% among 190,000. coupled PMI enzyme assay, resazurin fluorescence, 20 min; hits give high values; 1 = untreated enzyme, 0 = substrate-free blank. AID 1216, 2008. activation factor at 20 µM. Mannose-6-phosphate isomerase (Homo sapiens), P34949;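 active means activation factor of 2 or more at 20 µM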
Target sequence (P34949 whole entry, looked up): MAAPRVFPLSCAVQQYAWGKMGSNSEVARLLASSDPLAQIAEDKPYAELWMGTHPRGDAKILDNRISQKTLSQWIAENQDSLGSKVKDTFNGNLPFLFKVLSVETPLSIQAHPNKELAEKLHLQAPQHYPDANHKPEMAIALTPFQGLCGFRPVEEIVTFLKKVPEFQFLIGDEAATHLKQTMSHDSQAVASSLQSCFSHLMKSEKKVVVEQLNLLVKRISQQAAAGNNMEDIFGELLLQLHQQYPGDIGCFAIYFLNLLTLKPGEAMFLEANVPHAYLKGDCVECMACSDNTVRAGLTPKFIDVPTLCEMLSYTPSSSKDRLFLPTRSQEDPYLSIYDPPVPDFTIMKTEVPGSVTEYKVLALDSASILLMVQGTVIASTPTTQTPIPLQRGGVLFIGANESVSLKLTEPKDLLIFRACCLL
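Material: human phosphomannose isomerase with PGI, G6PDH, diaphorase coupling enzymes; amount: PMI at 15 ng/mL final; also added: Mannose-6-phosphate 1.0 mM (near-saturating) plus 0.22 mM NADP+; incubation: enzyme reaction with compound 20 min at room temperature; signal: resorufin fluorescence (Ex 544/Em 590 nm) from resazurin via diaphorase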
TNAP act hiacc: TNAP activators at high phosphate acceptor level, primary screen, biochemical, luminescence, uHTS; Alkaline phosphatase, tissue-nonspecific isozyme (Homo sapiens), P05186; purified TNAP, CDP-star luminescence, 1 M DEA, 30 min; hits give high values; 0 = EDTA background, 1 = DMSO-only activity; activation factor at 20 µM; 200,000 tested, under 10 active;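 active means activation factor at least 2 at 20 µM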
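system = human TNAP | amount = enzyme diluted 1/800 final | reagent = 100 µM CDP-star substrate | signal = luminescent substrate turnover signal | dosing = one dose, 20 µM | benchmarks = EDTA negative control, DMSO positive control | measure = activation factor | timing = 30 min reaction, room temperature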
G6PDH CS: L. mesenteroides G6PDH inhibitors, counter-screen for G6PDH-coupled screening assays, biochemical, Leuconostoc mesenteroides enzyme. inhibition, % at 5 µM. Purified L. mesenteroides G6PDH, diaphorase/resazurin coupled fluorescence, 45 min. AID 1020, 2008. hit rate 0.12% among 200,000. glucose-6-phosphate dehydrogenase [Leuconostoc mesenteroides]; in the data active means inhibition above about 50%
PMI activator: activators of human PMI, primary screen, biochemical, fluorescence intensity, near-Km mannose 6-phosphate. activation factor at 20 µM. hit rate 0.005% among 190,000. AID 1214, 2008. purified human PMI, coupled resazurin fluorescence, 20 min; hits give high values; 1 = vehicle control, 0 substrate-free wells;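 active means activation factor of 2 or more at 20 µM, relative to plate controls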
* hit, by the source's call.

#	compound	PMI act hi M6P	G6PDH CS	HMGR II inh	TNAP inh hiacc	FLuc stim CS	TNAP act hiacc	Diaph act CS	TNAP inh no acc	PMI activator	Diaphorase inh
1	Cc1ccc(/C=C/c2nnc(-c3cccs3)o2)cc1	1	8	-5	-5	0.5	1.1	0.9	-13	1	13
2	Cc1nonc1C1CCCN1C(=O)c1cc(COc2ccc(F)cc2F)on1 (stereo unspecified)	1	10	-5	-2	1	1	0.9	-9	1	13
3	COc1ccccc1NC(=O)Cc1noc(CSc2nnc(C(F)(F)F)n2C)n1	1	5	3	-2	1	1	1	-10	0.9	2
4	CN(C)C=C1C(=O)c2ccccc2C1=O	1	4	-2	-3	1	1	0.8	-11	0.9	16
5	Cc1ccc(Oc2nc3ccccn3c(=O)c2/C=C(\C#N)C(=O)Nc2c(C)n(C)n(-c3ccccc3)c2=O)c(C)c1	0.8	9	-4	3	1	1	0.8	-1	0.9	16
6	Nc1c(C(=O)NCc2ccco2)nnn1CC(=O)Nc1ccccc1	1.2	6	0	-3	1	1	1	4	1.1	-5
7	Cc1cccc2nc(-c3cccc(NC(=O)Cc4ccccc4)c3)cn12	1.1	0	-4	-6	1	1.1	0.9	-11	1.1	11
8	Cc1nc(SCC(=O)c2ccc(F)cc2)n[nH]1	0.9	16	-1	-4	1	1	0.9	-5	1.1	10
9	CCOC(=O)n1c(=O)oc2cc(S(=O)(=O)N3CCOCC3)ccc21	1	-5	-9	-8	1	1.1	0.8	-12	1	24
10	COc1ccccc1OCC(=O)OCC(=O)Nc1sccc1C(N)=O	0.9	-1	-6	2	1	1	0.9	-12	0.9	8
11	O=S(Cc1cc(Oc2ccccc2)nc(-c2ccccc2)n1)c1ccccc1 (stereo unspecified)	1	3	2	-3	1.1	1	0.8	-10	0.9	15
12	O=C(CSc1nc(-c2ccco2)cc(C(F)(F)F)n1)N1CCN(Cc2ccccc2)CC1	0.9	8	3	-1	1.1	1	0.8	-8	0.9	21
13	Cc1nc2ccc(C(=O)NCc3ccc4c(c3)OCO4)cc2s1	0.9	10	-3	-5	1	1.1	0.9	-8	0.9	11
14	COCCn1c(=NC(=O)CSCC(=O)NC2CCCCC2)sc2cc(OC)ccc21	1	-1	-1	-8	1.1	1.1	0.8	-18	1	20
15	CCC(C)NCCCCOc1ccc(C)cc1[N+](=O)[O-] (stereo unspecified)	1	-2	6	-5	1.1	1	0.9	-15	1	8

Further results.
#	compound	PMI act hi M6P	G6PDH CS	HMGR II inh	TNAP inh hiacc	FLuc stim CS	TNAP act hiacc	Diaph act CS	TNAP inh no acc	PMI activator	Diaphorase inh
16	COc1ccccc1NS(=O)(=O)c1cc(Cl)ccc1OC	1	-2	-1	-2	1	1	0.8	-7	1	18
17	Cc1ccc(N(C(=O)C2CCC(=O)N2)C2(C(=O)NC3CCCCC3)CCCCC2)cc1 (stereo unspecified)	0.9	9	-5	-4	1	1	0.9	-8	0.9	8
18	Cc1ccccc1N(CC(=O)NC1CCCC1)C(=O)CS(=O)CC(=O)Nc1ccc2c(c1)OCO2 (stereo unspecified)	0.9	5	-1	-10	1.1	1.1	0.7	-11	1	26
19	CC(=O)N1CCn2c3c(c(=O)c4cc(C)ccc42)CCC31 (stereo unspecified)	1.3	6	2	-5	1	1	0.8	-10	1	15
20	Cc1nc2ccccc2c2c1C(=O)N(C(C)C)C2=O	1	1	6	-5	1.1	1	0.9	-14	0.9	12
21	Clc1ccc(Nc2nc(-c3cccs3)cs2)nc1	0.9	-43	-3	-4	0.7	1	0.8	-9	0.9	16
22	O=S(=O)(c1ccccc1)N1C2CCC1CC(O)(c1cccnc1)C2 (stereo unspecified)	0.9	3	0	2	1	1	0.9	-4	0.9	11
23	O=C(OCCNC(=O)c1cc2ccccc2oc1=O)c1cccnc1	1	4	0	-8	1.1	1.1	0.9	-16	1	15
24	CCC(C)(C)n1nnnc1C(C(C)C)N(CCN1CCOCC1)Cc1cc2cccc(C)c2[nH]c1=O (stereo unspecified)	1.4	7	-2	-5	1.1	1.1	0.9	-8	1.2	8
25	Cc1nc2ccccc2c2c1C(=O)N(c1ccc(C(=O)O)cc1)C2=O	0.9	8	-1	-7	1	1.1	1	0	1.1	-2
26	CCN(CC)C(=O)CSc1nc2cc3c(cc2c(=O)n1Cc1ccc2c(c1)OCO2)OCO3	0.9	-32	3	-4	1.1	1	0.8	-11	0.8	15
27	CCOC(=O)C1=C(C)C(c2ccc(OC)cc2)NC(=O)N1 (stereo unspecified)	1.1	-3	0	-1	1	1	0.9	-8	1	7
28	O=C(Nc1ccc(Cl)cn1)C1CCCN1S(=O)(=O)c1ccccc1 (stereo unspecified)	1	1	-4	-3	1.1	1	0.8	-11	0.9	20
29	COc1ccc(/C=C(\C#N)C(=O)Nc2cccnc2)cc1	1	-12	-5	-3	0.9	1	0.9	-1	0.9	10
30	O=C(Nc1cccc(Cl)c1)c1cccc(Oc2ccc([N+](=O)[O-])cc2Cl)c1	0.9	-20	-5	-4	1.1	1	0.8	12	0.8	23

(more compounds)
#	compound	PMI act hi M6P	G6PDH CS	HMGR II inh	TNAP inh hiacc	FLuc stim CS	TNAP act hiacc	Diaph act CS	TNAP inh no acc	PMI activator	Diaphorase inh
31	C=CCN1CCN(C(c2ccc(Cl)cc2)c2nnnn2CCc2ccc(OC)c(OC)c2)CC1 (stereo unspecified)	0.9	-15	2	-4	1.1	1	0.9	-16	1	14
32	COc1cc(C(=O)NCc2nnc(SCC(=O)Nc3nccs3)o2)cc(OC)c1OC	0.9	3	1	0	1.1	1	0.9	-14	0.9	7
33	O=C(N=Nc1c(O)[nH]c2ccc(Cl)cc12)c1cc(-c2cccs2)nc2ccccc12	1.1	12	-1	-1	1	1	1	4	1.1	4
34	COc1ccc(C(=S)N2CCN(C)CC2)cc1Br	1.1	4	-6	-5	1.1	1	1	-16	1.1	2
35	CCNC(=O)OCC(CC)NC(=O)OCC(C)C (stereo unspecified)	0.9	-4	-6	-6	1	1.1	0.8	-6	0.9	19
36	COC(=O)N1CCN(c2ccc(C(C)=O)cc2)CC1	0.9	-5	-8	1	1	1	1	-6	0.9	4
37	COc1cc2cc(CN(CCc3cccc(C)c3)C(=S)NCCCN3CCOCC3)c(=O)[nH]c2cc1OC	0.9	2	-2	0	1	1	0.9	-2	0.9	7
38	COc1ccc(C(=O)/C=C2/c3ccccc3CC(C)(C)N2C)cc1	1	5	-2	2	0.9	1	0.9	8	1.2	9
39	Cc1cc(C)n(-c2ccc(-n3ccnc3)nn2)n1	0.9	4	-5	-4	0.9	1	1	-9	1	0
40	CC(C)(C)NC(=O)/C(=C\c1ccc(Br)cc1)NC(=O)c1cccs1	1	8	-1	-2	1.1	1	1	0	1.1	0
41	Cc1ccccc1S(=O)(=O)Cc1ccc(C(=O)N2CCN(c3cccc(C)c3C)CC2)o1	0.8	-31	-1	-6	1.1	1.1	0.6	-6	0.8	37
42	CCc1nnc(NC(=O)COc2ccc([N+](=O)[O-])cc2)s1	1.1	4	5	0	1	1	1	-15	1.1	-1
43	Cc1c(N(C(=O)Nc2ccccc2)C2=NCC(C)S2)c(=O)n(-c2ccccc2)n1C (stereo unspecified)	1	2	-4	-5	1	1	0.9	-8	1	10
44	CCOc1ccccc1NC(=O)CN1C(=O)COc2ccc(Cl)cc21	1.1	6	0	-6	1	1.1	1	-14	1.1	2
45	Cc1nc2sc(C(c3ccc(Cl)cc3)N3CCN(C(=O)c4ccco4)CC3)c(O)n2n1 (stereo unspecified)	1	2	-1	-6	1.1	1.1	0.8	-9	0.9	19

Following part:
#	compound	PMI act hi M6P	G6PDH CS	HMGR II inh	TNAP inh hiacc	FLuc stim CS	TNAP act hiacc	Diaph act CS	TNAP inh no acc	PMI activator	Diaphorase inh
46	OC(COc1ccc2c(c1)OCO2)CN1CCCCC1 (stereo unspecified)	0.9	1	-9	-2	1.1	1	0.9	-15	1.1	12
47	COCCNC(=O)Nc1ccc2nc(C)sc2c1	1	1	-10	1	1	1	0.9	-6	1	12
48	Cc1ccc(S(=O)(=O)Cc2ccc(C(=O)NCc3cccs3)o2)cc1	1	12	-2	0	1	1	1	-3	0.9	3
49	Cc1ccc(S(=O)(=O)Nn2c(C)ccc2C)cc1	1.4	1	-5	6	1	0.9	0.9	0	1	7
50	O=C(c1cccc(Oc2c(Cl)cccc2[N+](=O)[O-])c1)N1CCCCC1	0.9	5	-1	-2	1.1	1	0.8	-7	1	18
51	CSc1cccc(NC(=S)N2CCC(N(C)C(C)C)CC2)c1	1	3	-2	-2	1.1	1	1.1	-6	1	-12
52	Cc1cc(C)cc(COn2ccnc2)c1	1	8	-5	-5	1.1	1	1	0	0.9	2
53	Cc1ccc(OCC(=O)N/N=C\c2ccc(C)o2)c([N+](=O)[O-])c1	1	-4	-1	-2	0.9	1	0.9	-7	1	10
54	CCC(=O)N1CCNC(=O)C1CC(=O)Nc1ccc(C)c(Cl)c1 (stereo unspecified)	0.8	-7	-2	-4	1	1	0.8	-9	0.8	21
55	CN(C(=O)CSc1nnc(-c2c[nH]c3ccccc23)o1)C1CCS(=O)(=O)C1 (stereo unspecified)	1.1	-3	-6	-5	1	1	1	-11	1.1	4
